NTR1 ag: agonists of NTR1, primary screen, imaging, U2OS cells, beta-arrestin-GFP, high content (AID 493036) | Neurotensin receptor type 1 (Homo sapiens), P30989 | NTR1-U2OS beta-arrestin-GFP spot imaging, agonist mode | activation, % at 20 µM | actives 0.17% (n = 330,000);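 active means activation at or above 40% of the spot to cytoplasm intensity ratio, with at least 20 cells analyzed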;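 further: 0% = DMSO without peptide and 100% = 100 nM NTR1 peptide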
Target sequence (P30989 whole entry, looked up): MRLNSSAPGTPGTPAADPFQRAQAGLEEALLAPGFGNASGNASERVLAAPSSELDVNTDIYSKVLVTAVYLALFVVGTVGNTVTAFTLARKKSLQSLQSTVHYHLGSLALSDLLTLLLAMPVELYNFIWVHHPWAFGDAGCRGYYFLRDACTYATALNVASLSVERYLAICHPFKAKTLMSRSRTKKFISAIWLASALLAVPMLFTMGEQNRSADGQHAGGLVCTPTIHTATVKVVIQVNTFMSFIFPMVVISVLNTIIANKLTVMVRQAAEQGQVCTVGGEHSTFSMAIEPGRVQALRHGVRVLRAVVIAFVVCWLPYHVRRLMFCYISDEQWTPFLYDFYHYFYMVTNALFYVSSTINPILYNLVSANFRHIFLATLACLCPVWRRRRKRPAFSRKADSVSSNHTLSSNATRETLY
T cell HTS: modulators of CD8 T cell-vesicle binding, primary screen, mouse 2C CD8+ T cells, flow cytometry. calls only at 7 µM. actives 0.068% (n = 330,000). 2C CD8+ T cell-vesicle binding; stronger effect = lower value;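 active means response, share of CD8 T cells binding vesicles, and their 90th percentile fluorescence all below set limits, cut at about 80% in these data, passing the limit was not always enough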
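Material: murine 2C transgenic CD8+ T lymphocytes / Also added: QL9-peptide-loaded Drosophila micro-vesicles bearing Ld, ICAM-1 and B7-1 / Schedule: binding step 1.5 h, 37 °C, antibody labelling 20 min, ice / Signal: flow cytometry, PE anti-B7-1 (FL2) versus Alexa647 anti-CD8 (FL8), PFA-fixed / Evaluation: percent CD8+ FL2 mean versus row control / Benchmarks: naked versus QL9-loaded vesicles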
KOR beta-arrestin-1: KOR antagonists, beta-arrestin recruitment, cell-based, luminescence, uHTS (AID 1778). Kappa-type opioid receptor (Homo sapiens). actives 0.091% (n = 290,000). KOR beta-arrestin recruitment, luminescence, antagonist mode; higher % means a stronger effect. one-dose inhibition, % at 10 µM; IC50 in µM for titrated hits; in the data active means inhibition above about 50%; further: strong numbers were not always called active
GPR55 beta-arrestin: GPR55 agonists via beta-arrestin recruitment, primary screen, imaging, U2OS cells, beta-arrestin-GFP redistribution (AID 1961). G-protein coupled receptor 55 (Homo sapiens). U2OS GPR55 beta-arrestin-GFP redistribution imaging; higher % means a stronger effect. activation, % at 10 µM, or EC50 in µM where a hit was titrated. actives 0.048% (n = 290,000);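 active means activation above 40% with more than 50 cells counted in the well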;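 further: U2OS osteosarcoma cells stably expressing GPR55 and beta-arrestin-GFP; plate controls were DMSO negative control for no effect and LPI positive control for full effect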
Salmonella PhoP GFP: inhibitors of PhoP regulon expression, primary screen, Salmonella Typhimurium, GFP reporter (AID 1863). S. Typhimurium PhoP-regulated promoter GFP reporter, 4 h; higher % means a stronger effect. inhibition, % at 50 µM; hits with a dose series show IC50 in µM. actives 0.16% (n = 300,000);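 active means inhibition over 29.93%, a cutoff 3 SD above the screen mean, later confirmed by dose response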;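 further: 0% = low Mg2+ inducing control and 100% = high Mg2+ repressing control; strong numbers were not always called active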
GPR35 arrestin U2OS: GPR35 antagonists blocking zaprinast-driven arrestin recruitment, primary screen, imaging, U2OS, beta-arrestin-GFP, zaprinast agonist (AID 2058) | G-protein coupled receptor 35 (Homo sapiens) | U2OS GPR35 beta-arrestin-GFP translocation imaging, zaprinast antagonism; higher % means a stronger effect | inhibition, % at 10 µM; hits with a dose series show IC50 in µM | actives 0.052% (n = 290,000);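 active means inhibition of at least 50% with at least 30 cells and total cytoplasm GFP at most 10,000,000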
KOR beta-arrestin-2: KOR agonists, beta-arrestin recruitment, primary screen, cell-based, luminescence, uHTS (AID 1777); Kappa-type opioid receptor (Homo sapiens); KOR beta-arrestin recruitment, luminescence; higher % means a stronger effect; activation, % at 10 µM; hits with a dose series show EC50 in µM; actives 0.02% (n = 280,000); in the data active means activation above about 50%, passing the limit was not always enough; further: a part of the inactive calls stands beside numbers as strong as those of hits
GPR55 antagonists: GPR55 antagonists blocking LPI-driven arrestin recruitment, primary screen, imaging, U2OS, beta-arrestin-GFP, LPI agonist (AID 2013); G-protein coupled receptor 55 (Homo sapiens); U2OS GPR55 beta-arrestin-GFP translocation imaging, LPI antagonism; higher % means a stronger effect; one-dose inhibition, % at 10 µM; IC50 in µM for titrated hits; actives 0.13% (n = 290,000);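 active means spots per cell inhibited over 60%, with over 100 cells counted and total cytoplasm intensity under 500,000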;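 further: U2OS cells stably carrying GPR55 and arrestin-GFP stimulated by 5 µM LPI near EC80; imaged beta-arrestin-GFP aggregate spots per cell after agonist stimulation; plate controls were LPI-stimulated DMSO wells for no effect and DMSO wells without LPI for full effect; some results filed as inactive read as strong as hits; confirmed hits need IC50 under 10 µM and bright autofluorescent wells are also inconclusive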
West Nile virus CPE: West Nile virus antiviral activity, cell-based, CPE readout (AID 1621); actives 0.02% (n = 290,000); West Nile virus-infected cells, CPE inhibition; higher % means a stronger effect; one-dose CPE inhibition, % at 10 µM; IC50 in µM for titrated hits; in the data active means a potency from the dose series; further: strong numbers were not always called active
T cell HTS vesicle-bound %: recorded beside T cell HTS, whose call it bears; double positive events, %; measured here: CD8+ vesicle-bound cell fraction;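 binding gate set so that unloaded-vesicle control wells show 10% double positive cells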
NTR1 ag cell count 20 µM: further read-out of NTR1 ag, marked with its call; cell count; measured here: cell count, cytotoxicity flag
The depositor's hits bear a star; i = inactive; x = no result given; [ ] = remark or other dose.

Results follow in this order: NTR1 ag	NTR1 ag cell count 20 µM	T cell HTS	T cell HTS vesicle-bound %	KOR beta-arrestin-1	GPR55 beta-arrestin	Salmonella PhoP GFP	GPR35 arrestin U2OS	KOR beta-arrestin-2	GPR55 antagonists	West Nile virus CPE
CCc1nn(C(C)C(=O)N2CCN(c3ccc(OC)cc3)CC2)c(=O)c2cc3occc3n12 (centres undefined)
 : 1.7	55	i	14	-6%	-0.1%	1%	-11%	4.1%	6%	0.4%
CCCCn1nc(NS(=O)(=O)c2cccc3nonc23)c2cc3cccc(C)c3nc21
 : 0.8	47	i	50	-47%	0.2%	-1%	-1%	-3.4%	3%	-0.1%
CCc1cccc(C)c1NC(=O)CSc1nnc(-c2cc3cc(Br)ccc3o2)n1CC
 : 4.5	86	i	16	-10%	-0.1%	18%	-13%	-1.2%	3%	-1.3%
Cc1ccc(OCC(=O)O/N=C(\N)c2ccccn2)cc1C
 : 1.1	61	i	24	-5%	0.4%	-11%	9%	4.4%	4%	-0.3%
O=C(NCc1ccccc1Cl)C1CCN(S(=O)(=O)N2CCOCC2)CC1
 : 0.5	38	i	29	8%	-0.3%	-2%	-3%	-1.0%	5%	0.6%
COc1ccc(CCNCC2C(Oc3ccc(Cl)cc3)C(=O)N2c2ccccc2C)cc1OC (centres undefined)
 : 11	87	i	32	9%	0.9%	14%	-5%	-5.1%	2%	-1.4%
CCOC(=O)Nc1sc(=S)n(C)c1C
 : 0.2	41	i	5	-49%	-0.2%	3%	8%	4.3%	11%	1.6%
COC(c1ccccc1)c1nnc(CCC(=O)NCCCc2ccccc2)o1 (centres undefined)
 : -1.5	47	i	52	-12%	0.4%	-5%	16%	5.7%	3%	-0.5%
O=C(CCl)NNC(=O)c1c(O)c2ccccc2[nH]c1=O
 : 0.5	66	i	43	0%	0.2%	x	57%	-1.8%	6%	-0.7%
COc1ccc(NC(=O)C(NC(=O)Cc2cccs2)c2ccc(C)cc2)cc1 (centres undefined)
 : 0.2	73	i	51	32%	-0.2%	14%	-6%	3.5%	8%	0.2%
COc1cccc(/C=N/NC(=O)CN2C(=O)NC3NC(=O)NC32)c1 (centres undefined)
 : -0.3	71	i	54	20%	-0.2%	-13%	-6%	1.3%	-5%	-0.5%
COc1cccc(C(=O)Nc2cccc3ccccc23)c1
 : 1.0	74	i	53	-25%[20 µM]	-0.1%	-2%	-3%	0.6%	5%	-1.3%
O=C(NC1CCS(=O)(=O)C1)C1CCCN(S(=O)(=O)c2ccc(Cl)cc2)C1 (centres undefined)
 : 0.3	50	i	28	7%	-0.2%	13%	7%	-4.7%	3%	-0.6%
COc1cnc(-c2ccccn2)nc1Sc1ccc(F)cc1
 : 5.0	94	i	45	10%	-0.3%	-7%	2%	-4.9%	4%	-1.3%
O=C(CCCN=C1NS(=O)(=O)c2ccccc21)OCc1cc([N+](=O)[O-])cc2c1OCOC2
 : 1.4	39	i	54	-6%	-0.2%	-3%	-10%	-2.5%	13%	0.4%
Cc1nn(C)cc1S(=O)(=O)N1CCN(Cc2ccccc2Cl)CC1
 : -0.7	91	i	24	-27%	-0.2%	-10%	-5%	-0.6%	8%	-1.1%
Cc1cccc(OCC(=O)Nc2ccc3c(c2)C(=O)NC3=O)c1
 : 1.5	62	i	29	-6%	0.3%	3%	-10%	4.8%	3%	-0.4%
CCc1nc2ccc(C(=O)N3CCN(c4ccc(Cl)cc4)CC3)cc2nc1CC
 : 3.4	60	i	14	-35%	-0.2%	1%	-2%	-0.8%	1%	-0.5%
O=C(CSc1nc2c(c(=O)n1-c1ccccc1)SCC2)N1CCOCC1
 : -0.5	94	i	18	-27%	-0.1%	2%	20%	2.4%	-6%	-0.1%
Cc1cccc(OCCCC(=O)Nc2ccc(N3CCCCC3)cc2)c1C
 : 1.0	62	i	18	-14%	-0.1%	-13%	-34%	3.0%	25%	-0.1%
COc1ccc(C(C)=O)cc1COC(=O)c1cc2ccccc2cc1O
 : 6.3	55	i	42	-10%	-0.1%	6%	14%	1.3%	-3%	0.4%
O=C(Nc1ccon1)c1ccc(S(=O)(=O)N2CCOCC2)cc1
 : 3.6	45	i	35	4%	0.4%	-3%	-4%	-2.6%	0%	0.0%
COc1ccc(CNC(=O)CN2C(=O)COc3ccc(S(=O)(=O)N4CCCCC4)cc32)cc1
 : 1.2	68	i	25	-33%	-0.1%	6%	-3%	-5.0%	19%	-0.7%
CC(=O)Nc1ccc(NC(=O)Cn2cnc(S(=O)(=O)N3CCOCC3)c2)cc1
 : -0.3	61	i	25	-6%	0.0%	9%	27%	3.8%	-13%	0.5%
Cc1csc(NC(=O)C2CC(=O)N(c3ccc(C)c(C)c3)C2)n1 (centres undefined)
 : 0.8	56	i	14	-13%	0.2%	13%	10%	-1.2%	6%	-1.1%
O=C(CS(=O)(=O)c1ccccc1Cl)N1CCOCC1
 : -0.8	60	i	10	-5%	-0.1%	-4%	-5%	-0.6%	14%	-0.1%
COC(=O)c1sccc1NC(=O)COc1ccc(Cl)cc1
 : 14	70	i	46	2%	-0.4%	3%	-2%	-1.1%	2%	-1.4%
CC(c1nc2ccccc2c(=O)[nH]1)N1CCOCC1 (centres undefined)
 : 0.2	72	i	37	-17%[20 µM]	-0.1%	-4%	-11%	-0.5%	-8%	0.2%
Cc1cccc(N2CC(C)Cn3c2nc2c3c(=O)n(CC(=O)OCc3ccccc3)c(=O)n2C)c1 (centres undefined)
 : 1.8	34	i	29	21%	-0.1%	-3%	-8%	0.9%	0%	0.1%
NS(=O)(=O)c1ccc(NC(=O)c2cccc(N3C(=O)c4ccccc4C3=O)c2)cc1
 : -2.3	53	i	19	-8%	0.2%	13%	2%	-3.3%	7%	-0.2%

Taken from above:
NS(=O)(=O)c1ccc(NC(=O)c2cccc(N3C(=O)c4ccccc4C3=O)c2)cc1 in KOR beta-arrestin-1 reads -8%
O=C(NCc1ccccc1Cl)C1CCN(S(=O)(=O)N2CCOCC2)CC1 in West Nile virus CPE reads 0.6%

(further entries)
Results follow in this order: NTR1 ag	NTR1 ag cell count 20 µM	T cell HTS	T cell HTS vesicle-bound %	KOR beta-arrestin-1	GPR55 beta-arrestin	Salmonella PhoP GFP	GPR35 arrestin U2OS	KOR beta-arrestin-2	GPR55 antagonists	West Nile virus CPE
CSc1nn2cc(CCN3CCOCC3)c(-c3ccc(F)cc3)nc2c1C#N
 : 1.7	42	i	37	12%	-0.3%	3%	-7%	-2.6%	-4%	-0.8%
COc1ccc(S(=O)(=O)CCC(=O)N2CCN(c3ccc([N+](=O)[O-])cc3)CC2)cc1
 : 1.3	71	i	49	14%	-0.2%	-2%	7%	-1.5%	4%	-1.7%
O=C(NNC1=C(C(=O)C(F)(F)F)CCC1)c1ccncc1
 : -0.4	90	i	47	1%	-0.1%	3%	-8%	0.0%	8%	0.8%
O=C(/C=C/c1ccc2c(c1)OCO2)NCc1ccc(F)cc1
 : -2.7	76	i	36	5%	0.6%	-2%	-11%	-3.4%	0%	-0.6%
CSCc1nc2scc(-c3ccccc3)c2c(=O)[nH]1
 : x	x	x	x	7%	-0.4%	16%	-6%	0.0%	6%	0.8%
Cc1cc(NC(=O)c2ccccc2C)no1
 : 0.4	57	i	66	0%	-0.2%	0%	4%	2.7%	-12%	-0.2%
Cc1ccccc1-c1cc(-c2ccccc2O)n[nH]1
 : 5.7	64	i	34	22%	-0.1%	18%	-5%	-1.5%	1%	-0.4%
O=c1/c(=C/c2ccco2)sc2n1CN(c1cccc(Br)c1)CN=2
 : 1.3	63	i	44	7%	-0.1%	-3%	-7%	-2.6%	-4%	x
CNC(=S)N1N=C(c2cccs2)CC1c1ccc(F)cc1 (centres undefined)
 : 1.6	45	i	38	-8%	0.0%	-12%	11%	2.8%	-5%	-0.6%
O=S(=O)(NC1c2cccc3cccc(c23)C1N1CCNCC1)c1ccccc1 (centres undefined)
 : 0.4	73	i	12	-35%	-0.2%	19%	4%	-2.8%	10%	0.4%
O=C(NC(=S)NNC(=O)c1cc2ccccc2cc1O)c1ccco1
 : 0.5	61	i	53	-13%[20 µM]	-0.1%	-5%	-13%	-2.9%	-10%	-1.4%
O=C(c1cc(-c2ccc(F)cc2)on1)N1CCCc2ccccc21
 : 0.2	65	i	41	6%	-0.3%	-5%	6%	-0.6%	5%	-0.7%
O=C(CCCc1nc(-c2ccccc2Cl)no1)NCc1cccnc1
 : 0.1	80	i	31	3%	0.2%	-9%	10%	13%	5%	-1.1%
Cc1cc(C)c(C)c(OCCCN(C)C)c1
 : 3.3	55	i	42	12%	0.1%	7%	12%	-3.8%	4%	-0.7%
Cc1cc(N2CCOCC2)nc2ccc(NC(=O)CCC(=O)N3CCN(c4ccccc4F)CC3)cc12
 : -0.8	47	i	40	-7%	0.2%	0%	-5%	-1.0%	-3%	-0.3%
O=C(COc1ccc(-c2ccccc2)cc1)NNC(=O)NC1CCCCC1
 : 1.1	58	i	62	-13%	0.0%	-10%	1%	-1.0%	1%	-0.4%
CN(C)C(CNC(=O)c1ccc(Br)cc1)c1ccco1 (centres undefined)
 : -0.1	35	i	44	8%	-0.1%	10%	-10%	-1.4%	-2%	-0.9%
